# BRCA1 expr up: BRCA1 expression activation | Potency, µM (highest dose often 46.1 µM), without a hit: at the top dose activation, most hits filed as activators | MCF7-BRCA1-FFLuc reporter, luminescence, 48 h; response scale: scaled: vehicle 0%, 10 µM genistein 100% | 380,000 tested, 1.1% active; note: potency is the fitted concentration of half-maximal effect; nearly all actives have a fitted effect of over 80% in size; some results filed as inactive show a strong effect at the top dose
#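 Luminescence from a BRCA1-driven firefly luciferase in MCF7 cells was read after 48 h compound exposure at 37 C. Data normalized against DMSO and a 10microM genistein activation control, then curve-fitted across the titration.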
# RORg inh: blocks mouse ROR gamma transcriptional activity; Potency, µM (series often up to 53.6 µM), inactives show at the highest dose activity change, negative = inhibition, actives largely listed as inhibitors; 310,000 tested, 5.4% active; Drosophila S2 Gal4-RORgamma UAS-luciferase reporter, 20 h; note: potency is the fitted concentration of half-maximal effect; % is set by controls: 0 for no effect and ±100 for the full control effect; nearly all actives have a fitted effect of over 60% in size
# Target sequence (P51450 whole entry, looked up, the tested form may be a part): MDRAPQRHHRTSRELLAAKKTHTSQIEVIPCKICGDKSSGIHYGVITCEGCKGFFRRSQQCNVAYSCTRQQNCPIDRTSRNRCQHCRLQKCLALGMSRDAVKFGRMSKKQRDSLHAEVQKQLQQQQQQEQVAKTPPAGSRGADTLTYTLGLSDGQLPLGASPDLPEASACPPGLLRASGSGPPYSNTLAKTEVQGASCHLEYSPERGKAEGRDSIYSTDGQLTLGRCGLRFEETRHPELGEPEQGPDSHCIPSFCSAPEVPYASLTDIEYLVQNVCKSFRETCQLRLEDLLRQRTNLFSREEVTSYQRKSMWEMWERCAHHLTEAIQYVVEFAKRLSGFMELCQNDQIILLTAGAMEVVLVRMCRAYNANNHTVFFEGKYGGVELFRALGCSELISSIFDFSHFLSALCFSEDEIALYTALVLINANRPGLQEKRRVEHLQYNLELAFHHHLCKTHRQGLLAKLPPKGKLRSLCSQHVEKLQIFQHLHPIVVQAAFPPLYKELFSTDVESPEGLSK
#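 Drosophila Schneider cells stably carrying a metallothionein-driven Gal4 DBD–ROR gamma fusion and a UAS-Photinus luciferase reporter were exposed to compound for 1 hr, then induced with copper sulfate (700 uM final) for 20 hr at ambient temperature before luminescence reading.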
# ELG1 repair inh: inhibitors of ELG1-dependent DNA repair in HEK293T cells. Potency, µM (top dose mostly 46.1 µM), for the others: at the highest dose activity change, negative = inhibition, actives largely listed as inhibitors. 330,000 tested, 2.3% active. HEK293T ELG1-luciferase reporter, luminescence, 16 h; DNA damage induced by 5-fluorouridine; note: potency is the fitted concentration of half-maximal effect; % is set by controls: 0 for no effect and ±100 for the full control effect; nearly all actives have a fitted effect of over 55% in size
#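 Reporter activity after DNA damage by 5-fluorouridine is monitored. Compound-treated cells incubate 16 hr at 37 °C, then ONE-Glo is added for 30 min before luminescence reading.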
# Gal4-VP16 FLuc: counter-screen for ROR gamma inhibitors: Gal4-VP16 reporter; Drosophila S2 Gal4-VP16 UAS-luciferase, luminescence, 20 h; Potency, µM (series often up to 53.6 µM), for the others: top-dose activity, negative = inhibition, hits mostly inhibitors; 310,000 tested, 3.5% active;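 note: Gal4-VP16 expression switched on by copper sulfate through the metallothionein promoter; potency is the fitted concentration of half-maximal effect; % is set by controls: 0 for no effect and ±100 for the full control effect; nearly all actives have a fitted effect of over 50% in size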
# ELG1 genotoxic: inducers of genotoxicity in HEK293T ELG1-luciferase cells; HEK293T ELG1-luciferase reporter, luminescence, 16 h; Potency, µM (top dose mostly 46 µM), for inactives: top-dose activity change, positive = activation, actives largely listed as activators; 330,000 tested, 1.3% active; AID 504466; note: potency is the fitted concentration of half-maximal effect; % of control where 0% means no effect; nearly all actives have a fitted effect of over 60% in size
#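 HEK293T cells expressing luciferase-tagged ELG1 were treated with compound or DMSO for 16 hr at 37°C. Luciferase activity was then read after 30 min with ONE-Glo at room temperature; rising signal flags genetic stress.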
# Tb PFK block: blocks T. brucei phosphofructokinase; O15648; T. brucei PFK, ADP-Glo luminescence; Potency, µM (series often up to 57.5 µM), without a hit: at the top dose activity, negative = inhibition, actives largely listed as inhibitors; 330,000 tested, 0.17% active;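 note: potency is the fitted concentration of half-maximal effect; 0% = uninhibited 1x PFK enzyme wells and -100% = no-enzyme wells; nearly all actives have a fitted effect of over 60% in size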
# Target sequence (O15648 whole entry, looked up): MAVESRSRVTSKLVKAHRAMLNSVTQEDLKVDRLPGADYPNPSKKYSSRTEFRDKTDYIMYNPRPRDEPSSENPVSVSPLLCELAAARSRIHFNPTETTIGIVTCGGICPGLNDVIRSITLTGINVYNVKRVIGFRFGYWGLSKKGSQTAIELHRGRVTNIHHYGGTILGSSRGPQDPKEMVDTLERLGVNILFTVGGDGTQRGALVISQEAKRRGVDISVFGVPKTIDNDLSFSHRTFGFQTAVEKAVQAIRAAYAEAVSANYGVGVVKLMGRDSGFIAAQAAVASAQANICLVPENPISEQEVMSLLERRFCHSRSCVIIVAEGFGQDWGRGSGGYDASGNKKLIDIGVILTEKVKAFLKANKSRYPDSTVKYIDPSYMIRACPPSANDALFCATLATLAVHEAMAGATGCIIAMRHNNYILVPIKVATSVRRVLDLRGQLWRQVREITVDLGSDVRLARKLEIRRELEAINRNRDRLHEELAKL
#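 Luminescent ADP detection (ADP-Glo, two-step: ATP depletion then ADP-to-ATP conversion for luciferase) reported PFK activity after 45 min room-temperature reaction of 1.25 nM enzyme with 0.5 mM F6P and 0.1 mM ATP at pH 8.0.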
# NPC1 promoter act: NPC1 promoter activation. Huh7 NPC1 promoter luciferase reporter, 24 h. Potency, µM (doses to about 9.22 µM), for inactives: at the highest dose activation, actives largely listed as activators. 320,000 tested, 2.4% active. AID 485313;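 note: potency is the fitted concentration of half-maximal effect; % of control where 0% means no effect; nearly all actives have a fitted effect of over 60% in size; reporter is driven by a mutant NPC1 promoter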
#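 Luminescence from an NPC1 promoter-driven luciferase reporter in stably transfected Huh7 cells was measured after 24 h compound treatment at 37 °C, followed by 10 min ambient incubation with luciferase detection reagent.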
# p53 reactivator: mutant p53 re-activation in reporter cells; H1299 p53-A138V BP100-luciferase reporter, luminescence, 24 h; Potency, µM (doses to about 92.2 µM), inactives show at the highest dose activity change, positive = activation, usual class: activators; 320,000 tested, 0.063% active; note: potency is the fitted concentration of half-maximal effect; % of control where 0% means no effect; nearly all actives have a fitted effect of over 45% in size
#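 H1299 (p53-null), stable ts p53-A138V + BP100-Luc; 1000 cells/well, Opti-MEM/10% FBS; cpd 4 pt, 1:5; 24 h, 37 deg C, 5% CO2; detection reagent 10 min RT; luminescence.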
# FLuc modulator: counter-screen for miR-21 project: firefly luciferase inhibitors or activators | purified FLuc, Km substrates, luminescence inhibition | Potency, µM (top dose mostly 57.5 µM), inactives show at the top dose activity change, negative = inhibition, hits mostly inhibitors | P08659 | AID 588342 | 360,000 tested, 6.9% active;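 note: potency is the fitted concentration of half-maximal effect; plate controls were vehicle for no effect and reference inhibitor for full effect; nearly all actives have a fitted effect of over 55% in size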
#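 Biochemical qHTS of compounds, final roughly 60 µM downward over six points, against 10 nM purified firefly luciferase using Km concentrations of substrates (10 uM D-luciferin, 10 uM ATP) in Tris acetate pH 7.5 buffer; luminescence output.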
# TRPV1 ag: human TRPV1 agonism. Q8NER1. TRPV1-expressing cells, Fluo-8 calcium influx, agonist mode. activation, % at 8.33 µM. 320,000 tested, 0.19% active; in the data active = activation above about 80%; inconclusive = between about 30% and that limit; note: 0% is about no effect
#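 Fluo-8 calcium influx in TRPV1-expressing cells, kinetic read (ex 480/em 520 nm). Compound added and read 3 min for agonist activity, followed by capsaicin at EC20 final and 2 min further read for enhancement.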
# Rab9 promoter act: Rab9 promoter activation; AID 485297; Potency, µM (series often up to 9.22 µM), for inactives: top-dose activation, negative = inhibition, most hits filed as activators; Huh7 Rab9 promoter-luciferase reporter, luminescence, 24 h; 320,000 tested, 2.8% active; note: potency is the fitted concentration of half-maximal effect; % of control where 0% means no effect; nearly all actives have a fitted effect of over 60% in size
#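 Luminescence read-out: Huh7 cells stably expressing Rab9-luciferase, treated 24 h with compound at 37 °C, then lysed with luciferase reagent for 10 min at ambient before reading.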
# * hit, by the source's call; ? = inconclusive; / = no result given; & = joins results of further samples; [ ] = dose if it differs, or a comment. Unless noted, calls come from the whole dose curve; as a rule, active = well fitted curve in the direction sought with a large enough effect; inconclusive = small, poorly fitted or top-dose-only effect, or another doubt; inactive = no such curve, though single readings can be large; an effect the other way counts as inactive or inconclusive. Outcome played no part in choosing rows; overall some 15% were active at least once.
no.	Compound	BRCA1 expr up	RORg inh	ELG1 repair inh	Gal4-VP16 FLuc	ELG1 genotoxic	Tb PFK block	NPC1 promoter act	p53 reactivator	FLuc modulator	TRPV1 ag	Rab9 promoter act
1	CC(=O)Nc1ccc(S(=O)(=O)Nc2cccc(NC(=O)c3ccco3)c2)cc1	-6%	?	-14%	?	-4%	2%	-5%	-3%	-7%	2	-1%
2	COCCn1c(SCC(=O)Nc2cc(C)on2)nnc1-c1ccco1	3%	18%	11%	1%	2%	0%	1%	-4%	3%	1	-3%
3	CC12CCC(C(=O)NCc3ccc4c(c3)OCO4)(CC1=O)C2(C)C (centres undefined)	7%	?	-7%	-5%	-1%	0%	-5%	0%	7%	4	-2%
4	C=CCn1c(=O)c2ccccc2n2c(SCC(=O)NCCc3ccccc3)nnc12	-17%	-23%	/	-21%	/	/	/	/	1%	-1	/
5	C=CCCC(=O)N(C)CCO	13%	/	1%	/	6%	1%	-2%	-1%	0%	-1	2%
6	Cc1sc2nc(CSc3ccccc3)nc(N3CCC(C(N)=O)CC3)c2c1C	-27%	37%	?	-4%	-9%	-1%	-3%	-2%	-11%	?	-1%
7	COC(=O)C(OC(=O)c1ccc(OC)cc1)C(=O)OC	1%	?	14%	3%	0%	-4%	-2%	-7%	-4%	0	0%
8	Cc1nc2ccccc2c(=O)n1/N=C/c1ccc(O)c(O)c1O	-33%	-18%	-3%	4%	-3%	-12%	2%	5%	?	-2	-2%
9	O=C1c2ccccc2NC(c2ccc(-c3cccc(Cl)c3)o2)N1O (centres undefined)	28%	11µM*	?	?	?	-1%	18%	?	11µM*	2	?
10	C=CCn1c(Oc2cc(C)ccc2C)nc2c1c(=O)n(C)c(=O)n2C	0%	-4%	?	5%	-20%	8%	2%	-5%	2%	18	0%
11	COc1ccc2c(c1)CCC/C2=N\Nc1nc(C(=O)NN)cs1	-15%	3.5µM*	?	13µM*	5%	3%	22%	15%	1.3µM*	?	2%
12	O=C1CC(SCc2nc3ccccc3[nH]2)C(=O)N1c1cccc(F)c1 (centres undefined)	-35%	10µM*	12%	14µM*	0%	21%	-2%	3%	2%	4	0%
13	COc1ccc(C)cc1NS(=O)(=O)c1ccc2c(c1)oc(=O)n2C	-10%	21%	?	-10%	0%	-1%	-5%	/	0%	-2	-1%
14	CCOc1cc(C(=O)OC(C)C(=O)Nc2ccc(S(N)(=O)=O)cc2)ccc1OCC(=O)N1CCOCC1 (centres undefined)	0%	/	-1%	/	1%	0%	-3%	4%	-3%	-4	2%
15	CC(=O)N1CCOc2cc(S(=O)(=O)Nc3c(C)cccc3C(C)C)c(Cl)cc21	/	/	/	/	/	0%	-5%	/	-1%	14	-3%
16	Cc1cc2nc3c(nc2cc1C)CCCC3	?	-29%	?	4%	?	1%	?	?	?	14	?
17	O=C(CCCc1c[nH]c2ccccc12)N1CCCCCC1	?	?	?	8%	?	-4%	22%	?	?	13	28%
18	CSc1ccccc1NC(=O)CN1CCCCC1	5%	-3%	6%	-19%	-4%	-3%	-2%	8%	2%	5	-3%
19	Cc1ccc(C(NC(N)=O)c2ccccc2)cc1 (centres undefined)	17%	-7%	4%	4%	8%	-1%	14%	-6%	-9%	2	6%
20	Cc1cccc(N(CC(=O)Nc2ccc(-c3nc4ccc(C)cc4s3)cc2)S(C)(=O)=O)c1	1%	13%	?	-5%	?	0%	?	14%	5.4µM*	5	?
21	Cc1ccc(C(C(=O)NCC2CCCO2)N(C(=O)c2snc(C(N)=O)c2N)c2ccccc2F)o1 (centres undefined)	1%	7%	0%	7%	-17%	0%	3%	-3%	-2%	13	0%
22	CCc1ccc(OCC(=O)Nc2ccc(-c3nc4ccccc4o3)c(O)c2)cc1	?	15%	?	-5%	?	9%	2µM*	2%	10%	-6	3.5µM*
23	S=C(NCCc1ccccc1)NCc1ccccc1Cl	4%	7.9µM*	9%	?	1%	0%	0%	12%	-5%	?	-1%
24	C=CC[C@@H](CC(=O)N(CCO)Cc1ccccc1)C(=O)N[C@H](C)COC(=O)[C@@H](CC=C)Cc1ccc(F)cc1	-13%	/	?	/	-7%	8%	/	-3%	/	/	/
25	Cc1ccccc1OCc1nnc(SCc2cc(=O)[nH]c3ccccc23)o1	0%	3%	-15%	-2%	10%	-2%	0%	-6%	3%	-2	-2%
26	COc1ccccc1NS(=O)(=O)c1cccc(C(=O)N2CCN(Cc3ccc4c(c3)OCO4)CC2)c1	-43%	/	-30%	/	-16%	2%	-4%	-3%	3%	5	-1%
27	CN(c1ccc(OCC(=O)O)cc1)S(=O)(=O)c1ccc2ccccc2c1	1%	-8%	6%	6%	-1%	1%	-3%	0%	1%	-1	2%
28	O=Cc1c[nH]c2ncccc12	5%	-23%	-16%	-5%	-5%	5%	-5%	-3%	-3%	-4	-3%
29	Cc1ccc(S(=O)(=O)N2CCCCC2)cc1NC(=O)Cn1ncc(Cl)c(Cl)c1=O	-111%[inhibitor]	/	?	/	?	-8%	/	-15%	/	/	/
30	Cc1ccc(N2C(=O)C(O)(C(F)(F)F)C3=C2CC(C)(C)CC3=O)cc1 (centres undefined)	18%	11%	10%	-6%	-2%	4%	-1%	2%	-3%	0	-4%
31	Cc1ccc(NC(=O)Cn2nnc(C(=O)NCc3cccs3)c2N)cc1Cl	16%	-14%	8%	0%	-1%[9.26 µM]	12%	-1%	7%	-2%&-3%	1	0%
32	Cc1ccccc1C(=O)NCCCCc1ccccc1	9%	22%	3%	-10%	-1%	-5%	3%	10%	-7%	21	0%
33	COc1ccccc1OCCNC(=O)CNC(=O)c1ccc(C(C)(C)C)cc1	4%	/	5%	/	2%	0%	0%	3%	/	4	3%
34	O=[N+]([O-])c1ccccc1-c1ccc(C(=S)N2CCCCC2)o1	?	-18%	?	23%	?	2%	2µM*	16%	8.5µM*	/	3.2µM*
35	Cn1c(SCC(=O)Nc2ccc(N3CCOCC3)cc2)nnc1C(F)(F)F	28%	/	3%	/	0%	0%	22%	?	?	-1	2%
36	COc1ccc(CN2CN(c3ccc(Cl)cc3)C(=O)N(n3cnnc3)C2)cc1	-2%	0%	-1%	-3%	-1%	-29%	-2%	0%	4%	-2	-4%
37	CN1CCc2cc3c(c4c2C1CC41CCC(=NO)CC1)OCO3 (centres undefined)	1%	0%	4%	-14%	-4%	1%	0%	2%	-2%	1	6%
38	CCCC1OC23CCCCC2C(C#N)(C#N)C1(C#N)C(=N)O3 (centres undefined)	-14%	-24%	3%	-2%	1%	-2%	2%	6%	-2%	-5	-7%
39	CN1CCN(C(=O)c2cc3ccccc3oc2=O)CC1	0%	7%	2%	0%	5%	10%	1%	12%	5%	0	?
40	O=C(O)c1cccc(NC(=S)N/N=C/c2ccccc2OCc2cccc(Br)c2)c1	-5%	11µM*	4%	-8%	3%	6%	-1%	-2%	?	-4	0%
41	O=C(C1CCCCC1)N1CCN(c2ccccc2F)CC1	0%	4%	-1%	6%	6%	11%	-3%	3%	0%	?	-2%
42	O=C(CCc1nnc(COc2ccccc2)o1)NCCc1cccs1	18%	4%	7%	4%	3%	-1%	3%	0%	-3%	3	8%
43	CC(=O)Nc1ccc(NC(=O)CSC2=NS(=O)(=O)c3ccccc3N2)cc1	-5%	/	9%	/	1%	0%	-6%	-4%	?	3	11%
44	COc1ccccc1NC(=O)C(C)OC(=O)/C(=C/c1ccccc1)NC(C)=O (centres undefined)	-38%	/	6%	/	1%	-4%	1%	6%	6%	0	-5%
45	CC(=O)NCCCc1nc2ccccc2n1Cc1c(F)cccc1Cl	-20%	6%	11%	2%	2%	-11%	-3%	-1%	1%	/	0%
46	O=C(Cn1cnc2ccccc2c1=O)c1ccc(Cl)cc1	8.9µM*	24%	?	?	?	2%	25%	4%	?	1	?
47	O=C(NCc1ccc(Cl)cc1)C1CCC(=O)N(C2CCCCCC2)C1 (centres undefined)	-17%	15%	-13%	-12%	-4%	-10%	1%	-2%	3%	4	-3%
48	COc1ccccc1CC(NC(C)=O)C(=O)NC1CCN(C(=O)Nc2ccccc2Cl)CC1 (centres undefined)	0%	-14%	2%	-2%	3%	-2%	-6%	-3%	-1%	0	-3%
49	Cc1cc(NC(=O)CSc2cc(C)c3ccccc3n2)no1	-27%	/	-16%	/	1%	-1%	/	7%	/	/	/
